EphB4 ephrin blk = blocks human EphB4 binding to ephrin-B2. AID 720. EphB4 LBD / TNYL-RAW-Alexa532 peptide, fluorescence polarization. 97,000 compounds, 0.15% hits. P54760. inhibition, % at 7 µM;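 active means inhibition above the screen-wide mean inhibition plus 3 SD, cut at about 15% in these data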;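 further: 0% = DMSO wells and 100% = excess unlabeled TNYL-RAW peptide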
PLK1 inh = PLK1 (human) kinase inhibition; inhibition, % at 10 µM; 97,000 compounds, 0.53% hits; P53350; recombinant PLK1 kinase, TR-FRET peptide phosphorylation;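 active means inhibition of 50% or more in the single-concentration screen; inactive means inhibition below 50%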;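 further: 0% = DMSO max control and 100% = H-89 dihydrochloride min control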
LYP act = activators of human LYP (PTPN22) phosphatase; activation, % at 2 µM; AID 697; recombinant LYP, DiFMUP fluorescence; 0 = plate median, 100 = signal doubled; 96,000 compounds, 0.11% hits;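 active means activation at 2 µM above a set limit, the mean plus 5 SD, cut at about 37% in these data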
cytoskel mod = cytoskeleton assembly modification | inhibition, % at 2 µM | HUVEC TNFa F-actin phalloidin imaging, high content | 91,000 compounds, 0.18% hits;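 active means inhibition above the batch mean plus 3 SD and confirmed as a hit by visual image inspection, cut at about 30% in these data, passing the limit was not always enough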; further: strong numbers were not always called active
PTPN22 inh 2 = blocks human PTPN22 phosphatase activity. recombinant LYP catalytic domain, DiFMUP fluorescence. inhibition, % at 2 µM. Q9Y2R2. 96,000 compounds, 0.21% hits. AID 640;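 active means inhibition at 2 µM at or above a set limit, the screen mean plus 3 SD, cut at about 24% in these data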;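 further: 0% = DMSO with enzyme and 100% = enzyme fully blocked by orthovanadate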
PLK1 PBD inh = blocks phosphopeptide binding to human Plk1 polo box domain; Plk1 PBD phosphopeptide binding, fluorescence polarization; inhibition, %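 (tested at about 20 µM)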; P53350; 97,000 compounds, 0.13% hits; in the data active means inhibition above about 34%, passing the limit was not always enough
PTK2B oligo ant = antagonists of human Pyk2 oligomerization | Q14289 | Q293 cells, Pyk2 FERM NanoBiT luminescence; active compounds read low | z-score (the deposit names both 25 µM and 10 µM) | 99,000 compounds, 0.83% hits | AID 1347419;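 active means Z-score of -3 or lower, scaled per plate to the spread of control and sample wells; inactive means z-score above -3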;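 further: negative z-score means lost luminescence so less FERM oligomerization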
Target sequence (Q14289 whole entry, looked up): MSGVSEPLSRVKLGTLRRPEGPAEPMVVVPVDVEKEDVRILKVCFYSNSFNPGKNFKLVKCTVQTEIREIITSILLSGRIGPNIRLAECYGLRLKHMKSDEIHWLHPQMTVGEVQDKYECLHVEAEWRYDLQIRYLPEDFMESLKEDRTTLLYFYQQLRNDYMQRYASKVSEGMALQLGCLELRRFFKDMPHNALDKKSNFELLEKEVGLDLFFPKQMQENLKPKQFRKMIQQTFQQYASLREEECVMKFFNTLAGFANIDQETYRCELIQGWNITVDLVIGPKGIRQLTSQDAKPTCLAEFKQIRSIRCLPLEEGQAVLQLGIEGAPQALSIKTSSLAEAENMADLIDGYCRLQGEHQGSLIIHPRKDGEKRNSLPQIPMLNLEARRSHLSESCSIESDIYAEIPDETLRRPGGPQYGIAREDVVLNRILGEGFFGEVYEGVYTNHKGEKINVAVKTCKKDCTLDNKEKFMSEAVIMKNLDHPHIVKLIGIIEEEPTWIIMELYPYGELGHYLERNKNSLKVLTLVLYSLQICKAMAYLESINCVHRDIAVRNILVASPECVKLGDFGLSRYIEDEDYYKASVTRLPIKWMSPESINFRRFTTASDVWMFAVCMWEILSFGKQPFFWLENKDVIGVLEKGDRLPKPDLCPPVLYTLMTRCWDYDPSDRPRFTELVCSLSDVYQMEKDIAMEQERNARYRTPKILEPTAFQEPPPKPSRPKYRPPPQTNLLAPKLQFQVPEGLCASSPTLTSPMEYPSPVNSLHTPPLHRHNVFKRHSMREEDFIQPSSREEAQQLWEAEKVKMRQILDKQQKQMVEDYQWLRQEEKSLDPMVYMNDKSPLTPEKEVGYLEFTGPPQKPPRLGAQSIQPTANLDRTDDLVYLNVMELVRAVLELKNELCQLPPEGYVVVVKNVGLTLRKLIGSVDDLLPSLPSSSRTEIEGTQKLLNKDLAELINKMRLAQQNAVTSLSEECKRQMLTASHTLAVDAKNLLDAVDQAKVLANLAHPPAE
HIV Rev-RRE inh = inhibitors of HIV-1 Rev-RRE RNA interaction; P05866; Rev peptide-RRE RNA binding, FRET; inhibition, % at 8 µM; 97,000 compounds, 0.79% hits; AID 704;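 active means inhibition above the screen-wide mean plus 3 SD, cut at about 35% in these data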;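 further: 0% = median DMSO wells and 100% = median Neomycin B control wells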
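Probe or stimulus: fluorescein-Rev peptide as binding partner; assay system: Cy5-tagged RRE RNA duplex with fluorescein-tagged Rev peptide; timing: 5 min compound–RNA preincubation, then 15 min with peptide, 25 °C; medium: HEPES pH 7.5 buffer with KCl, MgCl2, NaCl and EDTA; signal: fluorescein-to-Cy5 FRET, 480 nm excitation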
FAK blocker = FAK (human) kinase inhibition; biochemical FAK kinase activity assay; inhibition, %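 (tested at 7 µM)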; 97,000 compounds, 0.84% hits; AID 727; in the data active means inhibition above about 19%;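 further: 0% = DMSO and 100% = reference compound high control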
* = called active by the depositor; · = not tested or not shown; [ ] = dose if it differs, or a comment. Random draw from the library, and some 3.5% of all compounds hit somewhere here.

The first 9 entries (preview)
1	CCOc1ccc(-c2[nH]ncc2Oc2ccccc2OC)c(O)c1
2	COc1cc(OC)c(C2=NOC(C(=O)O)C2)cc1Cl (stereo not given)
3	CCCCOc1ccc(CSc2n[nH]c(C)n2)cc1
4	OCCN1CN=C(Nc2nc3ccccc3o2)NC1
5	COc1cc(-c2nnc(CSc3nnc4nc(C)cc(C)n34)o2)cc(OC)c1OC
6	O=C(c1ccco1)N1CCN(c2ccccc2F)CC1
7	Cc1ccc2[nH]cc(C(=O)CN3CCN(c4ccccn4)CC3)c2c1
8	CC(C)(C)c1cccc(Oc2nn[nH]n2)c1

compound no.	1	2	3	4	5	6	7	8
LYP act	-12.5	3.6	-4.5	5.0	6.1	4.6	-6.8	-10.7
EphB4 ephrin blk	-9.0	-2.5	1.8	1.5	-3.6	6.4	0.4	-2.6
PTK2B oligo ant	-3.02*	0.78	-0.27	-0.46	0.44	0.71	-0.46	0.38
FAK blocker	-8.0	1.4	2.0	2.0	0.1	-0.1	0.5	-0.1
PLK1 PBD inh	-9.0	3.2	13.2	-3.8	-21.4	-12.0	-14.5	23.9
PTPN22 inh 2	9.6	-0.2	1.2	-1.6	-7.7	-3.7	3.6	12.0
HIV Rev-RRE inh	7.2	12.2	5.0	7.8	0.4	8.6	11.0	3.3
PLK1 inh	-6.3	-15.1	-5.8	-11.5	-1.7	-16.6	-10.8	-16.6
cytoskel mod	-2.4	-7.3	5.0	2.8	5.8	1.1	-28.5	10.5

9	CS(=O)(=O)c1ccc2nc(NC(=O)C3C4C=CC(C4)C3C(=O)O)sc2c1 (stereo not given)

compound no.	9
LYP act	11.0
EphB4 ephrin blk	1.9
PTK2B oligo ant	0.11
FAK blocker	0.8
PLK1 PBD inh	0.5
PTPN22 inh 2	-14.2
HIV Rev-RRE inh	4.0
PLK1 inh	-1.6
cytoskel mod	-20.7

All compounds of this part (from the top)
1	CCOc1ccc(-c2[nH]ncc2Oc2ccccc2OC)c(O)c1
2	COc1cc(OC)c(C2=NOC(C(=O)O)C2)cc1Cl (stereo not given)
3	CCCCOc1ccc(CSc2n[nH]c(C)n2)cc1
4	OCCN1CN=C(Nc2nc3ccccc3o2)NC1
5	COc1cc(-c2nnc(CSc3nnc4nc(C)cc(C)n34)o2)cc(OC)c1OC
6	O=C(c1ccco1)N1CCN(c2ccccc2F)CC1

compound no.	1	2	3	4	5	6
LYP act	-12.5	3.6	-4.5	5.0	6.1	4.6
EphB4 ephrin blk	-9.0	-2.5	1.8	1.5	-3.6	6.4
PTK2B oligo ant	-3.02*	0.78	-0.27	-0.46	0.44	0.71
FAK blocker	-8.0	1.4	2.0	2.0	0.1	-0.1
PLK1 PBD inh	-9.0	3.2	13.2	-3.8	-21.4	-12.0
PTPN22 inh 2	9.6	-0.2	1.2	-1.6	-7.7	-3.7
HIV Rev-RRE inh	7.2	12.2	5.0	7.8	0.4	8.6
PLK1 inh	-6.3	-15.1	-5.8	-11.5	-1.7	-16.6
cytoskel mod	-2.4	-7.3	5.0	2.8	5.8	1.1

7	Cc1ccc2[nH]cc(C(=O)CN3CCN(c4ccccn4)CC3)c2c1
8	CC(C)(C)c1cccc(Oc2nn[nH]n2)c1
9	CS(=O)(=O)c1ccc2nc(NC(=O)C3C4C=CC(C4)C3C(=O)O)sc2c1 (stereo not given)
10	Cc1ccc(S(=O)(=O)/N=S(\C)CC2CC2(Cl)Cl)cc1 (stereo not given)
11	CC(=O)Nc1ccc(OCC(O)Cn2nc(C)c(C(C)=O)c2C)cc1 (stereo not given)
12	CCC1(c2ccc(F)cc2)NC(=O)N(CC(=O)c2ccc[nH]2)C1=O (stereo not given)

compound no.	7	8	9	10	11	12
LYP act	-6.8	-10.7	11.0	1.5	4.6	5.5
EphB4 ephrin blk	0.4	-2.6	1.9	-0.7	9.3	2.8
PTK2B oligo ant	-0.46	0.38	0.11	0.34	0.33	1.16
FAK blocker	0.5	-0.1	0.8	-0.1	-2.0	7.0
PLK1 PBD inh	-14.5	23.9	0.5	3.2	-0.5	1.3
PTPN22 inh 2	3.6	12.0	-14.2	0.8	-0.4	-0.9
HIV Rev-RRE inh	11.0	3.3	4.0	4.0	10.9	14.0
PLK1 inh	-10.8	-16.6	-1.6	-9.5	-0.2	-16.9
cytoskel mod	-28.5	10.5	-20.7	0.4	·	-26.4

13	NC(=O)C1CCCN(S(=O)(=O)c2ccc(Br)cc2)C1 (stereo not given)
14	COC(=O)C(C)Sc1nc2c(c(=O)[nH]c(=O)n2C)n1CCCc1ccccc1 (stereo not given)
15	CCn1ncc(Br)c1C(=O)N(C)C12CC3CC(CC(C3)C1)C2
16	COn1c(=O)c(=O)n(OC)c2ccccc21
17	COC(=O)CCC/C=C1/SCC(NC(=O)c2ccccc2)C1O (stereo not given)
18	Cn1cccc1/C=C1\CCC/C(=C\c2cccn2C)C1=O

compound no.	13	14	15	16	17	18
LYP act	4.8	1.7	-3.0	-1.6	-6.4	9.2
EphB4 ephrin blk	-0.6	4.0	-7.5	3.5	-3.0	4.5
PTK2B oligo ant	-1.53	0.04	2.88	-0.53	0	0.9
FAK blocker	0.3	-1.7	1.8	-0.2	-0.8	9.9
PLK1 PBD inh	-6.2	-11.7	-14.3	-29.2	17.1	-220.3
PTPN22 inh 2	-6.2	-3.3	2.0	3.4	4.7	-8.9
HIV Rev-RRE inh	3.4	10.5	6.5	9.2	-4.9	136.4*[fluorescence artefact?]
PLK1 inh	-1.1	-5.2	-11.5	-2.7	-6.0	-11.6
cytoskel mod	19.3	-7.5	-14.0	·	7.1	-0.4

19	CCc1ccccc1N(CC(=O)N/N=C/c1ccc(OC(=O)OC)c(OC)c1)S(C)(=O)=O
20	CCOC(=O)N1CCN(C(=O)CN(C)S(=O)(=O)c2ccc(OC)c(OC)c2)CC1
21	COCc1nnc(NS(=O)(=O)c2c(C)cc(C)cc2C)s1
22	O=C(CN1CCCCC1)N1CCCc2ccccc21
23	COc1ccccc1S(=O)Cc1ccc(C(=O)NCCc2ccc(Cl)cc2)o1 (stereo not given)
24	COc1cccc(NC(=O)C(OC(=O)/C=C/c2ccc3c(c2)OCO3)c2ccccc2)c1 (stereo not given)

compound no.	19	20	21	22	23	24
LYP act	4.7	13.7	25.8	-3.5	·	6.2
EphB4 ephrin blk	0.6	2.8	2.5	8.8	0.2	1.0
PTK2B oligo ant	-1.02	0.77	1.09	1.04	·	-0.27
FAK blocker	-0.9	-2.4	1.8	7.0	5.4	1.9
PLK1 PBD inh	-0.9	-3.5	-24.6	30.1	-21.0	-36.5
PTPN22 inh 2	-7.8	-17.3	-24.5	3.3	·	-8.0
HIV Rev-RRE inh	4.2	2.5	5.4	5.5	8.2	11.0
PLK1 inh	-11.1	-6.0	3.6	-5.1	59.9*	-7.3
cytoskel mod	13.9	-15.5	·	-11.7	·	-17.2

25	Cc1nn(-c2ccccc2)c(Cl)c1/C=C1\SC(=S)NC1=O
26	COC(=O)c1ccccc1S(=O)(=O)Nc1ccc(OC)nc1
27	Cc1c(C(=O)NCC2COc3ccccc3O2)oc2ccc(S(=O)(=O)N3CCOCC3)cc12 (stereo not given)
28	COc1cc(C)nc(N2CCCC(C(=O)Nc3cc(Cl)ccc3OC)C2)n1 (stereo not given)
29	O=C1c2cccnc2C(O)N1Cc1ccco1 (stereo not given)

compound no.	25	26	27	28	29
LYP act	5.9	-0.5	-0.3	-6.3	-11.2
EphB4 ephrin blk	1.8	6.4	7.0	-6.3	-12.3
PTK2B oligo ant	-2.26	0.1	-1.99	-0.23	-0.01
FAK blocker	-1.2	4.5	5.3	3.6	-4.4
PLK1 PBD inh	-10.5	8.2	-1.4	14.5	14.6
PTPN22 inh 2	-10.2	-0.6	3.7	8.7	9.1
HIV Rev-RRE inh	1.8	8.5	6.5	8.5	-2.0
PLK1 inh	-6.5	6.7	-5.1	4.3	2.4
cytoskel mod	·	-33.9	8.0	22.3	-0.6
